Source: PubChem (PCMD)
eIF2B yeast act: GCN4-lacZ reporter reduction in eIF2B-epsilon mutant yeast, primary screen, S. cerevisiae, eIF2B-epsilon R284H, Beta-Glo luminescence | inhibition, % at 25 µM (by protocol) | actives 0.91% (n = 27,000) | AID 688, 2007;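 active = mutant luminescence inhibited past about 50% while wild type luminescence and mutant growth stay under set limits, limit read from the data; inconclusive = mutant versus wild type luminescence inhibition gap past a set limit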; note: some compounds called inactive have numbers as strong as hits
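Assay system: yeast eIF2B-epsilon R284H mutant carrying GCN4–beta-galactosidase fusion / Buffer or medium: YPD / Incubation: 16 h growth with compound at 30 °C, 90 min Beta-Glo step / Detection: Beta-Glo luminescence after Z-buffer lysis, growth by 595 nm absorbance / Read-out: % inhibition of reporter signal and growth versus controls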
Yeast growth tox: yeast growth toxicity, wild-type and mutant, primary screen, cytotoxicity control for eIF2B function restoration project, wild-type and eIF2Bepsilon R284H mutant, A595. S. cerevisiae wild-type growth, A595 turbidity, 16 h. growth inhibition, % at 25 µM (by protocol). actives 0.3% (n = 30,000). AID 685, 2007;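 active = mutant and wild-type yeast strains alike exhibit over 30% growth inhibition; inconclusive = a strain exceeds 50% while the second remains under 30%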;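 note: 0% = untreated cell controls and 100% = YPD media blanks without cells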
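Schedule: 16 h growth with compound, 30 °C. System: yeast, wild-type or eIF2Bepsilon-R284H mutant. Doses: one dose, 25 µM compound[…]. Buffer or medium: YPD. Signal: turbidity measured as absorbance at 595 nm. Read-out basis: growth inhibition (%) versus cell controls and blanks.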
Yeast growth tox inhibition %: second read-out of Yeast growth tox, no call of its own (marks repeat the call); growth inhibition, %; S. cerevisiae eIF2Bepsilon-R284H mutant growth, A595 turbidity, 16 h;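 each compound tested once at 25 µM; 0% equals untreated cells and 100% equals cell-free medium blanks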
eIF2B yeast act mutant toxicity: also measured in eIF2B yeast act; calls as there; growth inhibition, %; measured here: mutant yeast growth, toxicity;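 each compound tested once at 25 µM; zero equals untreated control growth and 100 equals blank medium absorbance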
An asterisk follows results filed as active; ? = inconclusive; . = no result given.

The first 5 compounds as a preview:
Values run as follows: eIF2B yeast act	eIF2B yeast act mutant toxicity	Yeast growth tox	Yeast growth tox inhibition %
#1 COCCCNC(=O)CCc1nc2cccnc2n1Cc1ccccc1
  8	-15	31	-15
#2 CCOC(=O)C1CCN(S(=O)(=O)c2ccc(Cl)cc2OC)CC1
  16	11	9	11
#3 CCN(CC)CCOc1nnc(-c2ccc(C)cc2)c2ccccc12
  21	10	23	10
#4 Nc1cc(C(=O)O)ccc1N1CCCCC1
  6	4	5	4
#5 c1ccc2nc(N3CCCC3)c(N3CCCC3)nc2c1
  20	-19	16	-19

This part in full, from the first entry:
Values run as follows: eIF2B yeast act	eIF2B yeast act mutant toxicity	Yeast growth tox	Yeast growth tox inhibition %
#1 COCCCNC(=O)CCc1nc2cccnc2n1Cc1ccccc1
  8	-15	31	-15
#2 CCOC(=O)C1CCN(S(=O)(=O)c2ccc(Cl)cc2OC)CC1
  16	11	9	11
#3 CCN(CC)CCOc1nnc(-c2ccc(C)cc2)c2ccccc12
  21	10	23	10
#4 Nc1cc(C(=O)O)ccc1N1CCCCC1
  6	4	5	4
#5 c1ccc2nc(N3CCCC3)c(N3CCCC3)nc2c1
  20	-19	16	-19
#6 Cc1nc(OCc2ccccc2)c2sc3nc4c(cc3c2n1)COC(C)(C)C4
  .	.	10	7
#7 CC(C)C(c1nnnn1CCc1ccccc1)N1CCOCC1 (stereo unspecified)
  10	.	.	.
#8 CCCn1nnc(NC(=O)c2cc(Br)ccc2OC)n1
  9	-7	5	-7
#9 S=c1[nH]ncc2ccccc12
  19	12	22	12
#10 CC(C)(C)c1ccc(C(=O)Nc2nonc2-c2nc3ccccc3[nH]2)cc1
  5	.	.	.
#11 CS(=O)(=O)N(Cc1ccc(Cl)cc1)c1ccc(C(=O)NCCC2=CCCCC2)cc1
  1	-9	-13	-9
#12 CC(Sc1nc(-c2ccccc2)cc(C(F)(F)F)n1)C(=O)NCCN1CCOCC1 (stereo unspecified)
  39	.	.	.
#13 c1ccc(-c2nc(-c3ccccn3)no2)cc1
  86	11	-5	11
#14 Cc1ccc(-c2onc3ccc(C=O)cc23)cc1
  23	9	-5	9
#15 CC(C)OC(=O)CN1C(=O)C(C)(C)Oc2ccc(C(=O)NC(C)(C)C)cc21
  -12	17	1	17
#16 O=C(Nc1ccccc1)OCc1ccccn1
  31	-14	-1	-14
#17 CC1Cc2cc(C(=O)O)ccc2O1 (stereo unspecified)
  11	-5	2	-5
#18 O=C(c1cc(-c2cccs2)nc2ccccc12)N1CCN(S(=O)(=O)c2ccccc2)CC1
  16	15	11	15
#19 Cc1ccc(C(=O)CN2CCC(NC(=O)C3CCCCC3)CC2)cc1
  19	-24	24	-24
#20 Cc1cc(C)cc(NC(=O)C2CCN(S(=O)(=O)c3c(C)n[nH]c3C)CC2)c1
  9	15	-4	15
#21 COc1ccc(NC2=NCC(=O)N2Cc2cccs2)cc1
  8	-18	-4	-18
#22 CCN(C(C)=O)c1cccc2ccccc12
  .	.	10	4
#23 Cc1ccc(C(=O)Nc2ncc(C)s2)o1
  52	22	18	22
#24 Cc1ccc(CCNC(=O)C2CCN(S(=O)(=O)c3cccc4nonc34)CC2)cc1
  -54	-14	-5	-14
#25 O=C(OCc1nnc(-c2ccccc2)o1)c1cc(S(=O)(=O)N2CCOCC2)c(Cl)cc1Cl
  -35	18	2	18
#26 O=P(O)(O)COc1ccccc1P(=O)(c1ccccc1)c1ccccc1
  22	21	21	21
#27 Cc1cc(N2CCN(C(c3ccccc3)c3ccccc3)CC2)n2ncnc2n1
  -3	-15	-4	-15
#28 CCOc1cccc(/C(O)=C2/C(=O)C(=O)N(CCOC)C2c2ccco2)c1 (stereo unspecified)
  22	.	-8	0
#29 CC(C)OC(=O)CSc1nc2ccccc2s1
  .	.	-12	11
#30 Nn1c(SCC(=O)Nc2ccccc2F)nnc1-c1cccnc1
  -21	-3	-2	-3

Ordered by formula weight (highest first): some entries from above.
Values run as follows: eIF2B yeast act	eIF2B yeast act mutant toxicity	Yeast growth tox	Yeast growth tox inhibition %
#7 CC(C)C(c1nnnn1CCc1ccccc1)N1CCOCC1 (stereo unspecified)
  10	.	.	.
#13 c1ccc(-c2nc(-c3ccccn3)no2)cc1
  86	11	-5	11
#4 Nc1cc(C(=O)O)ccc1N1CCCCC1
  6	4	5	4

The listing picks up; the two compounds before the break are reprinted first.
Values run as follows: eIF2B yeast act	eIF2B yeast act mutant toxicity	Yeast growth tox	Yeast growth tox inhibition %
#29 CC(C)OC(=O)CSc1nc2ccccc2s1
  .	.	-12	11
#30 Nn1c(SCC(=O)Nc2ccccc2F)nnc1-c1cccnc1
  -21	-3	-2	-3
#31 CCCCCCn1ccc(=N)cc1
  -17	-15	-8	-15
#32 CCOC(=O)c1sc(C)c(C(=O)NCC(C)(C)CN(C)C)c1N
  0	-5	-36	-5
#33 CCOC(=O)CP(=O)(c1ccccc1)c1ccccc1
  27	19	12	19
#34 CCCCC(CC)CNC(=O)c1cccs1 (stereo unspecified)
  -22	4	0	4
#35 CC(C)C(=O)N(Cc1ccc2c(c1)OCO2)Cc1ccccn1
  24	-25	11	-25
#36 Cn1c(NC(=O)c2cccs2)c(-c2cccs2)c(=O)c2ccccc21
  16	7	12	7
#37 O=C(c1ccc(S(=O)(=O)N2CCC(c3nc4ccccc4s3)CC2)cc1)N1CCCCC1
  20	-17	-25	-17
#38 COCCN1CC(=O)N(c2cccc(C)c2C)C(c2ccc(Cl)cc2)C1=O (stereo unspecified)
  -2	9	-4	9
#39 CCC(=O)OC1=C2C(=Nc3c(c(=O)n(C)c(=O)n3C)C2c2ccccc2)c2ccccc21 (stereo unspecified)
  24	-58	-36	-58
#40 COc1ccc(S(=O)(=O)N(C)CC(=O)NCc2cccnc2)cc1OC
  .	.	25	10
#41 O=C(C1CCCN(c2ncccn2)C1)N1CCc2ccccc21 (stereo unspecified)
  -9	15	15	15
#42 O=C(CCCSc1ccccc1)Nc1nc(-c2ccccn2)cs1
  -11	15	29	15
#43 CCn1c(SCC(=O)c2c[nH]c3ccccc23)nnc1-c1cccs1
  3	-30	-60	-30
#44 COC(=O)c1ccc2c(=O)n(NC(=O)C(c3ccccc3)c3ccccc3)c(=S)[nH]c2c1
  .	.	1	4
#45 Cc1cc(C)nc(SCC(=O)Nc2ccc(N3CCOCC3)c(Cl)c2)n1
  7	5	27	5
#46 Cc1cc(C)n(C(=O)CNC(=O)C(c2ccccc2)c2ccccc2)n1
  -57	.	.	.
#47 COC(=O)c1ccc(Cn2nc(C(F)(F)F)cc2C)cc1
  8	11	-10	11
#48 COC(=O)CSc1nc2ccccc2nc1SCC(=O)OC
  .	.	-12	7
#49 C=CCn1c(SCC(=O)Nc2nccs2)nnc1-c1cc2cccc(OC)c2o1
  -10	-55	-19	-55
#50 COc1ccc(Oc2c(C)oc3c(CN(C)C)c(O)ccc3c2=O)cc1
  22	6	1	6
#51 CC(Oc1ccc(Cl)cc1)c1ccnn1S(C)(=O)=O (stereo unspecified)
  3	11	28	11
#52 COC(=O)[C@H](Cc1ccccc1)NC(=O)NCC1CCCO1 (stereo partly specified)
  2	-7	8	-7
#53 COc1cc(NC(=O)Nc2ccccc2)c(OC)cc1NC(=O)CN1CCCCC1
  13	19	5	19
#54 Cn1c(=O)c2c(nc(Oc3ccccn3)n2C)n(C)c1=O
  20	-4	5	-4
#55 CCN=C1SC(C(=O)Nc2cccc(C(=O)O)c2)CC(=O)N1CC (stereo unspecified)
  .	.	-8	4
#56 CCCCn1cnc2sc3c(c2c1=N)CCCC3
  18	10	14	10
#57 CCOC(=O)c1ccccc1NC(=O)Cn1cnc2c1c(=O)n(C)c(=O)n2C
  23	-32	-12	-32
#58 CC(=O)C(Sc1nc(-c2ccco2)nc2c1c(=O)n(C)c(=O)n2C)C(=O)N(C)C (stereo unspecified)
  27	16	18	16
#59 Clc1ccc(-c2cn3c(n2)CCC3)cc1
  3	.	.	.
#60 COc1ccc(Cc2c[nH]c(=O)[nH]c2=O)cc1
  9	12	28	12
#61 CCc1nnc(NC(=O)CSc2nnc(CNc3cccc(C)c3)n2-c2ccccc2)s1
  25	10	7	10
#62 NNC(=O)Cc1cn(-c2ncc(C(F)(F)F)cc2Cl)c2ccccc12
  14	13	16	13
#63 CC(C)(C)c1cccc(/C=N/O)c1O
  -6	-23	14	-23
#64 CC1CC(C)CN(CC(=O)Nc2ccc3c(c2)OCCO3)C1 (stereo unspecified)
  -6	-23	-6	-23
#65 Cc1cc(C)n(-c2nc(NCC(C)O)c3c4c(sc3n2)COC(C)(C)C4)n1 (stereo unspecified)
  12	-18	27	-18
#66 CCC(C)(C(=O)NC1CCCCC1)N(Cc1ccco1)C(=O)CC1NC(=O)NC1=O (stereo unspecified)
  9	19	17	19
#67 CC(C)Oc1cccc(-c2cc(C(=O)N3CCN(c4ncccn4)CC3)c3ccccc3n2)c1
  18	6	-4	6
#68 O=C(Nc1nc(-c2cccs2)cs1)c1ccc(S(=O)(=O)N2CCCC2)cc1
  20	.	6	0
#69 Cn1ncc(N=Cc2ccccc2O)c1C(=O)Nc1ccccc1
  21	14	16	14
#70 COc1ccc(OC)c(S(=O)(=O)NC2CCN(Cc3ccccc3)CC2)c1
  15	-19	-26	-19
#71 O=C(CSc1nnc(-c2cccs2)n1-c1ccccc1)c1ccc2c(c1)OCCO2
  14	.	-14	0
#72 Cc1ccc(N(C)S(=O)(=O)c2ccc(C)cc2)cc1
  15	11	16	11
#73 CCc1cc2c(=O)c(-c3nc4ccccc4n3C)c(COCC(=O)O)oc2cc1OC(=O)C(C)(C)C
  27	20	6	20
#74 CCOC(=O)c1[nH]cnc1C(=O)NC(C)C
  .	.	0	6
#75 Cc1ccc(C(C(=O)NCc2ccccc2)N(C(=O)c2csnn2)c2cccc3ccccc23)o1 (stereo unspecified)
  43	-17	-1	-17
#76 CSc1nnc2n(C3CCCCC3)c(=O)c3c4c(sc3n12)CCCC4
  18	14	2	14
#77 O=C(COc1ccc(Cl)cc1)NCc1nnc(SCC(=O)NC2CCCCC2)o1
  14	.	-10	0
#78 Cc1nn(Cc2ccc(Cl)cc2)c(=O)n1N(C)c1ncc(C(F)(F)F)cc1Cl
  27	16	16	16
#79 Cc1ccc2c(CC(=O)Nc3c(C)n(C)n(-c4ccccc4)c3=O)coc2c1
  10	18	6	18
#80 COc1ccc(C(C)=O)cc1CN(C)C
  30	-28	10	-28
#81 Cc1c(Cl)cccc1NC(=O)NC1CCCCC1
  9	.	-10	0
#82 O=S(=O)(NCc1ccncc1)c1ccc(Br)s1
  8	-9	-22	-9
#83 Fc1ccccc1CSc1nnnn1-c1ccc2c(c1)OCO2
  2	-8	-8	-8
#84 Cc1cc(C)c2cc(CN(CC3CCCO3)S(=O)(=O)c3ccc4c(c3)OCCO4)c(=O)[nH]c2c1 (stereo unspecified)
  -7	.	.	.
#85 CC1(C)Cc2c(sc(NC(=O)c3ccc(Br)o3)c2C#N)CO1
  10	7	?	.
#86 O=C(Cc1ccccc1)Nc1ccc(N2CCCC2)cc1
  20	-16	5	-16
#87 CCCS(=O)(=O)c1nc(S(=O)(=O)c2ccc(C)cc2)c(NCCN2CCOCC2)s1
  15	.	18	0
#88 O=c1c(C(c2nnnn2C2CCCCC2)N2CCCCC2)coc2ccc(Cl)cc12 (stereo unspecified)
  15	-9	-17	-9
#89 N#Cc1sc2nc3c(c(-c4ccco4)c2c1N)CCCC3
  5	17	1	17
#90 CC(C)NC(=O)C(=O)NCCc1ccc(Cl)cc1
  9	11	14	11
#91 Cn1c(CSCc2ccc(Cl)cc2)nnc1SCC(=O)Nc1nc2ccccc2s1
  8	-22	-25	-22

An excerpt, so the mix of outcomes need not match the whole.
